HSP90 inh: HSP90 inhibitors, primary screen, cell lysate, luminescence; Rabbit reticulocyte lysate, luciferase refolding luminescence, 3 h; inhibition, % at 5.6 µM; actives 0.91% (n = 290,000);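 active means inhibition above the screen-wide mean plus 3 SD, computed separately per campaign, cut at about 16% in these data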;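 further: 0% = DMSO wells and 100% = 60 µM geldanamycin wells; inhibitors lower the luminescence because luciferase stays unfolded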
GSK3 alpha inh: blockers of GSK3A enzyme activity – biochemical, luminescence, cell-free homogeneous, HTS, primary screen | GSK-3 alpha kinase, ADP-Glo luminescence, 60 min | inhibition, % at 10 µM | actives 0.1% (n = 320,000) | AID 2650, 2010;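 in the data active means inhibition above about 50%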;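 further: GST-tagged GSK-3 alpha with peptide substrate and 25 µM ATP; 0% = DMSO neutral wells and 100% = GW8510 positive control wells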
Target sequence (P49840 whole entry, looked up): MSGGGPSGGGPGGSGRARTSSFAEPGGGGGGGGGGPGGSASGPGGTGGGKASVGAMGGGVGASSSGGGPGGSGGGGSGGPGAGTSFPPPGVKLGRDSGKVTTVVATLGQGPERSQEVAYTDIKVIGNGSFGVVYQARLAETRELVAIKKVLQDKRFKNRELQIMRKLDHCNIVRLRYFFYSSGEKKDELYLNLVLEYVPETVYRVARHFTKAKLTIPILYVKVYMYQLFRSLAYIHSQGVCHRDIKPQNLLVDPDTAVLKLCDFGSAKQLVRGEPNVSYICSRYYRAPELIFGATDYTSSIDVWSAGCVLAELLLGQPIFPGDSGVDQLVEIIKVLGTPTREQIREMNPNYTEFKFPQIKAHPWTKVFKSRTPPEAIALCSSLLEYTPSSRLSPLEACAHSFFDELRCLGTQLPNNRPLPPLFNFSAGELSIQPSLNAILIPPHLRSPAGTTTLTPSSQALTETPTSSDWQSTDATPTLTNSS
KLF5 inh: KLF5 expression inhibitors, primary screen, DLD-1 cells, luminescence | DLD-1 KLF5 promoter-luciferase reporter | inhibition, % at 5 µM | actives 0.23% (n = 290,000);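 active means inhibition above a per-plate limit of that plate's mean compound inhibition plus 3 SD, cut at about 60% in these data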;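 further: 0% = DMSO wells and 100% = LY294002 at 200 µM; higher means less KLF5 promoter-driven luciferase light; inactives centre near -14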
aSyn UTR inh: MLPCN primary screen, SNCA 5' untranslated region; alpha-synuclein 5'UTR reporter, inhibitor activity; inhibition, % (tested at 7.5 µM); actives 0.82% (n = 300,000); AID 1813, 2009; in the data active means inhibition above about 60%; inconclusive means no clear call, values can overlap the other calls;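 further: H4 neuroglioblastoma cells stably carrying SNCA 5'UTR luciferase fusion; 0% = DMSO wells and 100% = positive control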
HSF1 inhib: HSF1 inhibitors in luciferase reporter cells, primary screen, cell-based, NIH3T3, luminescence; NIH3T3-HGL HSE-luciferase, MG132-induced, luminescence 8 h; active compounds read low; activity change, negative = inhibition, % at 7.5 µM (by protocol); actives 0.77% (n = 300,000); AID 2098, 2009;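 active means more than half of replicate wells show activity change below -50%, luminescence cut by over half; inconclusive means some wells, but at most half, below -50%; inactive means no replicate well below -50%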;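 further: luciferase reports HSF-1 transcriptional activity via heat shock element; 0% = median of DMSO wells and -100% = zero luminescence signal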
PolyA inh: polyadenylation inhibitors in yeast reporter cells, primary screen, luminescence, S. cerevisiae; AID 1875, 2009; S. cerevisiae SKY197-pL101 polyadenylation reporter, beta-gal luminescence; efflux-impaired pdr1/pdr3 knockout yeast; score 100 = 6 SD above DMSO; actives 0.02% (n = 300,000); calls only at 12 µM;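 active means lowest replicate activity score at least 50, where 100 means six control SD above control mean; inconclusive means lowest score under 50 but half or more replicates reach 50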;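 further: yeast exposed to compound for 9 h at 30 °C; higher score means more reporter readthrough which indicates perturbed polyadenylation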
GSK3B inh: human GSK3beta kinase inhibitors, primary screen, biochemical, cell-free homogeneous, HTS; actives 0.038% (n = 300,000); GST-GSK3beta kinase, ADP-Glo luminescence, 60 min; active compounds read low; activity score (negative = inhibition), % at 10 µM; AID 2097, 2009;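 active means more than half of replicate wells score below -50%, meaning over 50% inhibition versus plate controls; inconclusive means some replicates but at most half score below -50%; inactive means no replicate scores below -50%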;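 further: 0% = median DMSO wells and -100% = median GW8510 positive control wells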
Target sequence (P49841 whole entry, looked up): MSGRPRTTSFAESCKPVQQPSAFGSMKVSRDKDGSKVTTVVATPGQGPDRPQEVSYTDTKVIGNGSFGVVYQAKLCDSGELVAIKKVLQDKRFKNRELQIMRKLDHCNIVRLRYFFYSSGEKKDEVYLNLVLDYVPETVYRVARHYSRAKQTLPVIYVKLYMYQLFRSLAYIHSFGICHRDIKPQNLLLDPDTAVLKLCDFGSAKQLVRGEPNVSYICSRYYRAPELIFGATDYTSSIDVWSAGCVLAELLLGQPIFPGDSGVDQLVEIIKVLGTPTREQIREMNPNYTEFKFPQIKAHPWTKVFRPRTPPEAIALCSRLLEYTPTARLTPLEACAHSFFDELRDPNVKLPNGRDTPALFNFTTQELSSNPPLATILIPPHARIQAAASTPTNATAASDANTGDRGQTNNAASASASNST
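test system = GST-tagged human GSK3beta kinase, cell-free | reagent = 25 µM ATP with peptide substrate | dosing = one dose of 10 µM per compound | schedule = 60 min reaction, RT | detection = luminescent ADP-Glo measurement of ADP formed | control set = DMSO neutral wells and GW8510 at 20 µM as positive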
HSF1 activator: HSF-1 activators, primary screen, NIH3T3-HGL cells, MG132 stress, luminescence, single point; NIH3T3-HGL HSF-1 luciferase reporter, 8 h; 100% = twice DMSO control signal; activation, % at 9 µM; actives 1.7% (n = 300,000); AID 504408, 2011;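 active means mean replicate activation of at least 50% with a set share of replicates each reaching 50%; inconclusive means only one of those two conditions met; inactive means mean below 50% and too few replicates reaching it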;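 further: 0% = median of the neutral control wells and 100% = twice that signal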
AI-2 QS modul: Vibrio harveyi AI-2 quorum sensing modulators, primary screen, JMH597 strain, luminescence/OD600 ratio | Vibrio harveyi JMH597 AI-2 luminescence/OD600 ratio, 9 h; active compounds read low; strain lacks LuxN and CqsS sensors; 0 = neutral-control median | AID 2094, 2009 | activity change, % at 7.5 µM | actives 0.4% (n = 300,000); in the data active means activity change below about -75%, passing the limit was not always enough; inconclusive means no clear call, values can overlap the other calls;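 further: luminescence divided by OD600 gain over 9 h not by final OD600 alone; inactives centre near 13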
IEC-6 cytotox: cytotoxicity in IEC-6 intestinal epithelial cells, primary screen, cytotoxicity control for KLF5 inhibitor project, cell-based, luminescence. IEC-6 cytotoxicity, luminescence viability. inhibition, % at 5 µM. actives 0.78% (n = 290,000). AID 1825, 2009; in the data active means inhibition above about 22%;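 further: 0% = plate median of test compound wells and 100% = cytotoxic reference compound wells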
Starred values were filed as active, the others as inactive; i = inactive; ? = inconclusive; . = not tested or not shown. The list is partial; rates above refer to the full screens.

SMILES	HSP90 inh	GSK3 alpha inh	KLF5 inh	aSyn UTR inh	HSF1 inhib	PolyA inh	GSK3B inh	HSF1 activator	AI-2 QS modul	IEC-6 cytotox
CCOC(=O)N1CCN(c2c(N3CCN(c4cc(C)ccc4C)CC3)c(=O)c2=O)CC1	1	-1	-12	18	-3	i	1	3	-7	10
COc1cccc(-n2c(SCC(=O)N3CCc4ccccc43)nnc2-c2c[nH]c3ccccc23)c1	5	-1	-6	25	6	i	0	9	15	-1
Cc1c(Br)c([N+](=O)[O-])nn1CC(=O)Nc1ccc(CC#N)cc1	4	-1	-39	25	-7	i	4	-1	15	4
COc1ccc(OC)c(S(=O)(=O)NCCC(C)C)c1	-3	0	-9	-10	-7	i	-1	-5	8	1
O=C(N/C(=C\c1ccc(Br)cc1)C(=O)N1CCOCC1)c1ccco1	1	1	5	9	-7	i	0	-18	20	4
Nc1n[nH]c(N)c1N=Nc1ccccc1F	-8	2	-25	-33	0	i	-6	-11	13	-11
CCn1c(=O)c(C(=O)Nc2ccccc2F)c(O)c2ccccc21	0	0	-26	-7	-78*	i	1	-82	13	12
CC(C)(C)C(=O)N1CCC(O)(CS(=O)(=O)Cc2ccc(Cl)cc2)CC1	1	-8	3	10	-5	i	-3	-4	29	-2
NS(=O)(=O)c1cccc(NC(=O)COc2ncnc3c2cnn3-c2ccccc2)c1	2	-1	0	-2	0	i	-2	8	18	3
CNC(=S)N/N=C/c1c(C(=O)OC)cnn1-c1ccc(F)cc1F	-3	-7	-9	-15	10	i	1	22	12	2
CCOc1ccc(-c2nc(-c3cccnc3)no2)cc1OCC	0	-2	-15	-58	-5	i	3	4	-28	-1
O=S(=O)(c1ccccc1)N(C1=NCCS1)S(=O)(=O)c1ccccc1	2	0	0	11	0	i	4	-13	25	0
CC(C)NC(=O)/C(C#N)=C\c1ccc(N(C)C)c(Br)c1	1	.	-2	-11	-6	i	0	17	3	-4
Cc1ccc(NC(=O)c2ccc3c(c2)C(=O)N(CC2CCCO2)C3=O)cc1C (centres undefined)	10	-1	10	-9	.	i	0	.	5	-3
COc1ccc(OC)c(NC(=O)C2C3C=CC(C3)C2C(=O)NCc2ccccn2)c1 (centres undefined)	2	-8	-18	18	23	i	-2	46	14	-2
CC(=C\C(=O)O)/C(=C\c1cccc2ccccc12)C(=O)O	12	-2	-15	-10	-3	i	2	11	17	4
O=S(=O)(c1ccc(Br)cc1)N1CCC2(CC1)OCCO2	-1	-2	-8	8	-6	i	2	0	8	-1
Cc1cccc(OCC(=O)NCCNC(=O)c2ccncc2)c1	4	3	-4	11	0	i	-8	-6	8	-4
O=C1c2ccccc2C(=O)N1CCOc1ccccc1Br	-1	0	-101	-71	44	i	0	99*	12	-2
O=C(Nc1ccc2c(c1)OCO2)Oc1ccccc1	-1	-3	-70	-106	15	i	1	12	-24	1
Cc1cc(C(C)(C)C)ccc1OCC(=O)N/N=C\c1c(C)n(C)n(-c2ccccc2)c1=O	-3	-1	12	-2	-42	i	-1	-58	12	-2
COc1ccc(/C=C/c2c(-c3ccc(OC)cc3)oc3ccccc23)cc1	-4	-2	-17	18	-4	i	-2	19	18	5
O=C(COC(=O)C12CC3CC(CC(C3)C1)C2)NCCc1ccccc1	1	5	-22	22	-1	i	3	-5	6	3
Cc1ccc(N2N=C(C(=O)O)CCC2=O)cc1Cl	-1	1	-36	-7	-11	i	-6	-5	6	-2
COc1ccc2nc(Nc3nc4ccc(NC(C)=O)cc4s3)sc2c1	-3	0	-2	-96	7	i	20	21	12	5
COc1ccc(Cn2nnnc2CN2CCCCCC2)cc1	-2	-1	-3	-7	-2	i	1	14	-4	-4
O=C(NCc1ccc(Cl)cc1)C1CCC(CNc2c(N3CCCC3)c(=O)c2=O)CC1 (centres undefined)	1	-1	6	0	-5	i	1	-18	8	3
Cc1ccc(S(=O)(=O)c2c(COC(=O)c3cccc(Cl)c3)c(-c3ccccc3)nn2C)cc1	4	-3	-13	18	8	i	1	4	-5	1
Cc1nn(C)cc1C1C2=C(CC(C)(C)CC2=O)OC2=C1C(=O)CC(C)(C)C2	-3	-2	-48	23	1	i	1	7	12	-7
CCOc1ccc(CCNC(=O)CCCn2nc(C)c3c(C)n(-c4ccccc4)nc3c2=O)cc1	-4	0	-13	11	-4	i	-1	-16	20	6
CN(C)c1ccc(NC(=O)CCCCCn2nnc3ccccc3c2=O)cc1	6	-4	-33	1	-2	i	2	-9	15	0
COc1ccc(N(CC(=O)NCc2ccc(F)cc2)C(=O)CCC(=O)Nc2nccs2)cc1	0	1	1	7	0	i	-4	4	19	-1
CCSc1ncnc2sc(C)c(C)c12	5	.	-32	-2	3	i	-1	-1	1	-5
CCNc1c(NS(=O)(=O)c2ccc(Cl)s2)c(=O)oc2ccccc12	-4	3	22	-16	9	i	.	16	.	-4
COCCNC(=O)[C@H](CSCc1ccccc1)N1Cc2ccccc2C1=O	0	-1	1	1	-7	i	2	0	5	5
O=C(NC(=S)N1CCN(c2ccc(C(F)(F)F)cc2[N+](=O)[O-])CC1)c1cccs1	-3	-5	-47	5	-94*	i	-1	-94	8	1
COC(=O)c1c(C(=O)OC)c(-c2ccc(OC)cc2)n2c1CS(=O)C2 (centres undefined)	-2	-2	-24	4	-13	i	0	6	2	-2
c1ccc(-c2ccc3c(c2)c2c4n3CCN=C4CCC2)cc1	0	.	-11	40	-1	i	-1	1	16	4
CC1CN(CC(O)COC(c2ccccc2)c2ccccc2)CC(C)O1 (centres undefined)	5	4	-10	-1	-7	i	-1	-1	5	3
COc1ccc(OCC(=O)N(C)Cc2ccccc2)cc1	-4	1	10	-10	1	i	-1	2	14	2
NCCCCCC(=O)N/N=C/c1ccc2nccnc2c1	6	6	25	10	-2	i	0	-3	14	0
CCOC(=O)CNc1c(-c2ccc(OC)cc2)nc2ccc(Cl)cn12	-3	-2	-132	-127	29	i	-2	33	21	-1
CC(C)(C)C1CCc2c(sc3nc(SCC(N)=O)nc(N)c23)C1 (centres undefined)	-1	-1	-27	-196	15	i	0	12	13	3
COc1ccc(CCN2C(=O)CC(Cc3ccccc3)C2=O)cc1OC (centres undefined)	-2	-3	-20	12	-5	.	0	-9	8	-3
CCN(CC)S(=O)(=O)c1ccc(S(=O)(=O)N(CC(=O)Nc2ccccc2)Cc2ccco2)cc1	1	-5	-29	21	13	i	1	32	25	-1
Cc1ccccc1C(=O)NC1CCS(=O)(=O)C1 (centres undefined)	-1	1	-5	-1	-5	i	1	13	23	0
CCN(CC(=O)Nc1sc2c(c1C#N)CCC(C)C2)CC(=O)NC1CCS(=O)(=O)C1 (centres undefined)	2	-3	-3	-36	11	i	1	25	18	-1
COc1ccc(CNC(=O)COC(=O)CCS(=O)(=O)c2ccc(C)cc2)cc1OC	.	-1	.	1	-1	i	6	0	12	.
CCOc1ccccc1NC(=O)C(NCC1(N2CCCCC2)CCCCC1)c1ccccc1 (centres undefined)	4	0	2	-5	0	i	1	-22	8	4
COc1ccc(S(=O)(=O)N2CCC(C(=O)N[C@H](C(=O)NCc3ccco3)C(C)C)CC2)cc1	-1	0	-16	-14	-1	i	1	20	34	5
CN1C(=O)C2(C(C#N)=C(N)N(c3cc(Cl)cc(Cl)c3)C3=C2C(=O)CC(C)(C)C3)c2ccccc21 (centres undefined)	-4	4	-30	2	-6	i	4	24	-4	-1
COc1cc(S(=O)(=O)N2CCCCC2)ccc1NC(=O)c1ccncc1	-3	-2	0	13	-3	i	0	-2	2	0
CCCOC(=O)c1cc(-c2ccc(/C=C3/C(=O)N(C)C(=O)C(C#N)=C3C)o2)ccc1Cl	3	-8	-9	.	.	.	.	.	.	3
O=C(Nc1ccc2c(c1)OCO2)C(=O)c1c[nH]c2ccccc12	4	-2	-42	-72	35	i	-1	?	14	17
CS(=O)(=O)Oc1ccc(Br)cc1/C=C1/N=C(c2ccco2)OC1=O	1	-1	-6	1	-12	i	1	-7	13	2
CC1CCC(NC(=O)c2nn(C)c3c2CS(=O)(=O)c2ccccc2-3)CC1 (centres undefined)	1	-2	-57	18	2	i	3	2	13	5
Cn1nc(C(F)(F)F)c(C(=O)Nc2ccc(F)cc2F)c1Sc1cccc(Cl)c1	-1	2	2	8	16	i	2	28	6	-3
COc1cccc(-c2nnc(NC(=O)C3CCCCC3)o2)c1	-4	0	-55	-96	-3	i	-1	7	10	-4
CCCCNC(=S)N(Cc1c(C)noc1C)c1ccccc1	-5	-1	28	15	11	i	3	42	6	18
CC(=O)/C(=N/Nc1cccc(Cl)c1)Sc1nnc(C(O)c2ccccc2)n1-c1ccccc1 (centres undefined)	-1	-3	-19	-5	1	i	6	14	14	-6

Shown as a markdown table: 2 of the compounds above
| Compound | HSP90 inh | GSK3 alpha inh | KLF5 inh | aSyn UTR inh | HSF1 inhib | PolyA inh | GSK3B inh | HSF1 activator | AI-2 QS modul | IEC-6 cytotox |
| --- | --- | --- | --- | --- | --- | --- | --- | --- | --- | --- |
| CN1C(=O)C2(C(C#N)=C(N)N(c3cc(Cl)cc(Cl)c3)C3=C2C(=O)CC(C)(C)C3)c2ccccc21 (centres undefined) | -4 | 4 | -30 | 2 | -6 | i | 4 | 24 | -4 | -1 |
| O=C(Nc1ccc2c(c1)OCO2)C(=O)c1c[nH]c2ccccc12 | 4 | -2 | -42 | -72 | 35 | i | -1 | ? | 14 | 17 |

Other structures.
SMILES	HSP90 inh	GSK3 alpha inh	KLF5 inh	aSyn UTR inh	HSF1 inhib	PolyA inh	GSK3B inh	HSF1 activator	AI-2 QS modul	IEC-6 cytotox
O=C1C(=O)N(C2CCS(=O)(=O)C2)C(c2cccc(O)c2)/C1=C(/O)c1ccc(Cl)cc1 (centres undefined)	-2	-7	-31	-11	4	i	3	-10	34	2
CCOc1ccccc1NC(=O)N1CCCC1C(=O)Nc1nnc(CC)s1 (centres undefined)	3	-2	11	17	3	i	-3	1	9	6
COc1c(S(=O)(=O)N2CCCC2)ccc(Cl)c1Cl	-1	4	-22	19	0	i	1	0	16	1
COc1ccc(OC)c(Nc2nc(-c3sc(NC(=O)c4ccccc4)nc3C)cs2)c1	27*	-1	-28	-244	13	i	-2	15	14	1
O=C(Nc1ccccc1)c1ccc(S(=O)(=O)NCc2ccco2)cc1	0	-3	-64	-19	1	i	3	0	15	-2
O=C(Nc1ccc(F)cc1)c1ccc(S(=O)(=O)N2CCOCC2)o1	1	1	-2	-6	-8	i	3	-12	25	-2

Screens (PubChem)
